Assay outcomes: PubChem BioAssay, Sanford-Burnham Center for Chemical Genomics
CXCR6 block = CXCR6 receptor inhibitors, primary screen, cell-based, beta-arrestin, luminescence, CHO-K1 PathHunter, 1536-well; AID 602244, 2012; actives 0.36% (n = 360,000); inhibition, % at 20 µM; C-X-C chemokine receptor type 6 (Homo sapiens), O00574; in the data active means inhibition above about 34%, passing the limit was not always enough;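 further: antagonist mode with CXCL16 agonist at 10 nM final; 0% = 10 nM CXCL16 with DMSO and 100% = unstimulated wells without agonist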
Target sequence (O00574 whole entry, looked up): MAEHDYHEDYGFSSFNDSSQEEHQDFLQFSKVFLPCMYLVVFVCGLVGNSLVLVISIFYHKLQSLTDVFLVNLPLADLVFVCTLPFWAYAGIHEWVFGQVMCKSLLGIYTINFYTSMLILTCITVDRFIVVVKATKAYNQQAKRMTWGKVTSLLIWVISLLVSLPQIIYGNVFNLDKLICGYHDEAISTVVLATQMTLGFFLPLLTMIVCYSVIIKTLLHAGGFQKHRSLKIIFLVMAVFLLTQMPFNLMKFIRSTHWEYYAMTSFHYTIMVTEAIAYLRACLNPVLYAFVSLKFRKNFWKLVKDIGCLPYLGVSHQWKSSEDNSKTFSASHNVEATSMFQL
APJ ag = agonists of human apelin receptor APJ, primary screen, CHO-K1 cells, PathHunter beta-arrestin, luminescence. 0% DMSO wells, 100% apelin. P35414. AID 2520, 2010. activation, % at 20 µM. actives 0.11% (n = 330,000);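 active means activation more than six SD over the plate average, tested at 20 µM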;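 further: 0% = DMSO alone and 100% = apelin-13 at 10 nM; some results filed as inactive read as strong as hits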
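Assay system: CHO-K1 APJ beta-arrestin complementation cell line / Compound: single test compound dose, 20 µM final, 1% DMSO / Times: overnight seeding, 90 min compound at 25 °C, 1 h detection / Technique: beta-gal luminescence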
CCR6 antag = CCR6 receptor antagonists, primary screen, cell-based, CHO-K1, luminescence, beta-arrestin, uHTS | AID 493098, 2011 | inhibition, % at 20 µM | actives 0.49% (n = 340,000) | CHO-K1 CCR6 PathHunter beta-arrestin, CCL20-stimulated | C-C chemokine receptor type 6 (Homo sapiens), P51684;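 active means compounds whose inhibition of the agonist-driven luminescence signal at 20 µM reaches about 50%, limit read from the data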;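 further: cells stimulated with CCL20 at 14 nM final; plate controls were DMSO with CCL20 for no effect and DMSO without agonist for full effect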
APJ antag = antagonists of human apelin receptor APJ, primary screen, CHO-K1 cells, beta-arrestin complementation, luminescence; P35414; inhibition, % at 20 µM; actives 0.32% (n = 330,000); AID 2521, 2010;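 active means inhibition above about 40% at 20 µM, limit read from the data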;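 further: cells challenged with 10 nM apelin-13 agonist together with compound; plate controls were apelin-13 plus DMSO wells for no effect and DMSO wells lacking apelin-13 for full effect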
UBC13 inh = UBC13 polyubiquitin chain formation inhibitors, primary screen, biochemical, TR-FRET, uHTS; inhibition, % at 20 µM; actives 0.47% (n = 330,000); AID 485273, 2010; in the data active means inhibition above about 45%, passing the limit was not always enough
Target sequence (P61088 whole entry, looked up): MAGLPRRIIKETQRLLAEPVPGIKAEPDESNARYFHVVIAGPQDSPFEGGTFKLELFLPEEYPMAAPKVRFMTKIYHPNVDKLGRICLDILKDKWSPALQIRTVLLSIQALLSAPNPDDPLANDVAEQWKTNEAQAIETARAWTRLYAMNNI
Gli-Sufu antag = Gli-Sufu pathway antagonists, primary screen, luciferase luminescence, Sufu-KO-LIGHT cells, uHTS; Sufu-KO-LIGHT fibroblasts, Gli luciferase reporter luminescence; inhibition, % at 5 µM; AID 588413, 2011; actives 0.74% (n = 340,000);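 active means inhibition above about 55%, limit read from the data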;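 further: 0% = DMSO-treated cells and 100% = wells with medium but no cells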
ATG4B inh = ATG4B protease inhibitors, primary screen, biochemical, fluorescence, uHTS | AID 504462, 2011 | Cysteine protease ATG4B (Homo sapiens), Q9Y4P1 | actives 0.51% (n = 340,000) | inhibition, % at 8.33 µM | ATG4B cleavage of LC3-PLA2, NBD-HPC fluorescence, 1 h; in the data active means inhibition above about 40%
Target sequence (Q9Y4P1 whole entry, looked up): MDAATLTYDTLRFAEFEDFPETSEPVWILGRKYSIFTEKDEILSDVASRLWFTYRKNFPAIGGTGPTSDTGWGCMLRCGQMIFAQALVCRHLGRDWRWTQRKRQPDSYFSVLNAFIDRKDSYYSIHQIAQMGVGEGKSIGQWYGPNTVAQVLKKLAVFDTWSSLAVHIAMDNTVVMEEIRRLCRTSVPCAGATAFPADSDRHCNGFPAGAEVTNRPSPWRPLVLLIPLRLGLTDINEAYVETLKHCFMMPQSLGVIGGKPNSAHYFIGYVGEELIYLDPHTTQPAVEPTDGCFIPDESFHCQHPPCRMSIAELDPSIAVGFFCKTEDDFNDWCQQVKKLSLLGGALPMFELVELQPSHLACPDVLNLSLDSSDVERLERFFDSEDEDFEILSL
EBI2 antag = EBI2 receptor antagonists, beta-arrestin recruitment, primary screen, cell-based, luminescence, 7a,25-OHC stimulation, uHTS; 7a,25-OHC stimulated; inhibition, % at 5 µM; actives 0.81% (n = 360,000); AID 651636, 2012; in the data active means inhibition above about 38%;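 further: enzyme fragment complementation signal reports receptor beta-arrestin coupling in cells; 0% = agonist plus DMSO wells and 100% = wells without agonist; some results beyond the cut were filed as inactive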
Starred values were filed as active, the others as inactive; . = not tested or not shown.

Value order: CXCR6 block | APJ ag | CCR6 antag | APJ antag | UBC13 inh | Gli-Sufu antag | ATG4B inh | EBI2 antag
> CN(C)S(=O)(=O)NCCNC(=O)c1cc(OCC(F)(F)F)ccc1OCC(F)(F)F
→ 0 | -2 | 18 | 4 | -30 | . | -5 | -7
> CN(N=C(c1ccccc1)c1ccccc1)c1ccccc1
→ 13 | . | 33 | . | . | 1 | 0 | 10
> Cc1ccc(Cn2c3ccccc3c3cn[nH]c(=O)c32)cc1
→ 6 | -2 | -5 | 12 | -1 | 0 | -12 | 12
> COc1ccc(N2CCN(C(=O)CNC(=O)c3cccc(Br)c3)CC2)cc1
→ 6 | -2 | -2 | 11 | -1 | -32 | -1 | -3
> C[C@H](CO)N1C[C@H](C)[C@@H](CN(C)C)Oc2c(NS(=O)(=O)c3cccs3)cccc2C1=O
→ -7 | 0 | 13 | 3 | -3 | 3 | -7 | -3
> CSc1ccc(/C=C/C(=O)OCC(=O)c2ccc[nH]2)cc1
→ 2 | -2 | -2 | -7 | -3 | -4 | 5 | -10
> Cc1[nH]c2ccccc2c1SCc1nnc(SCc2ccc(Cl)cc2)n1C
→ -1 | 2 | 12 | -9 | -3 | 51 | -11 | 22
> CC[C@@]12C(=O)N(c3ccccc3)C(=O)N1[C@H](c1ccc(Br)cc1)[C@@H]1C(=O)N(C(C)(C)C)C(=O)[C@@H]12
→ -1 | -3 | 4 | -13 | 10 | -6 | -11 | 0
> Cn1ccc(NC(=O)Nc2ccc(Cl)cc2)n1
→ 2 | -5 | 1 | 7 | 8 | -9 | -5 | 4
> CCOC(=O)N1CC=C2C(C#N)=C(N)C(C#N)(C#N)[C@H](c3ccsc3)[C@H]2C1
→ 3 | -8 | 22 | 9 | 8 | 4 | 5 | -1
> CCOc1ccc2[nH]c(=O)c(CN(Cc3nnnn3CCc3ccccc3)CC3CCCO3)cc2c1 (configuration not stated)
→ -3 | 3 | -3 | -25 | -1 | 9 | -14 | -10
> CCOc1ccc(NC(=O)COc2ccc3c(c2)CCC3)cc1OC
→ 9 | -1 | -5 | 15 | -3 | -10 | -47 | -1
> O=[N+]([O-])c1ccc(-c2nc(NCc3cccnc3)c3ccccc3n2)cc1
→ -11 | 1 | 4 | 8 | 5 | 5 | 4 | 41
> NS(=O)(=O)c1ccc(NC(=S)NCC2CCCO2)cc1 (configuration not stated)
→ 7 | -1 | -7 | 9 | 9 | -6 | -15 | -6
> Cc1cccc(OCc2nnc(SC(C)C(=O)O)n2Cc2ccccc2)c1 (configuration not stated)
→ 11 | -3 | -13 | -8 | 0 | 4 | -1 | -1
> Cc1cccc(C)c1NC(=O)CCCN1C(=O)C(c2ccccc2)Oc2cccnc21 (configuration not stated)
→ 3 | 5 | 16 | 16 | -5 | -8 | 13 | 17
> Cc1ccc(C(=O)O/N=C2\CC3CCC2(C)C3(C)C)cc1 (configuration not stated)
→ -6 | -5 | 16 | 11 | 4 | 2 | 7 | 11
> C=CCC(=O)OCCCCCCOc1ccc(C(=O)O)cc1
→ -6 | -6 | -1 | -6 | -9 | -2 | -9 | -9
> CCC(=O)c1ccc(O)cc1
→ 0 | -3 | -15 | 1 | -5 | 3 | -2 | -2
> COc1ccc(/C=N/Nc2c(Cl)cc(Cl)cc2Cl)cc1CN1CCOCC1
→ -6 | 4 | 18 | 1 | 3 | 7 | 2 | -10
> Nc1ccnc(Oc2ccc(F)cc2)c1
→ -16 | 1 | 5 | 5 | 5 | -15 | 2 | -12
> Cc1c(C(=O)Nc2ccc(F)cc2)nnn1-c1cccc(C(F)(F)F)c1
→ -1 | -2 | 1 | 1 | 15 | 4 | -7 | 0
> Cc1ccc(OCc2cc(C(=O)N3CC4C[C@@H]5CC3C[C@H](C4)C5)no2)cc1C
→ -4 | -3 | 23 | 9 | 16 | -24 | -3 | 7
> COc1cc(C(=O)NCC(c2cccnc2)N2CCN(c3ccccc3)CC2)cc(OC)c1OC (configuration not stated)
→ 10 | -5 | -8 | -8 | -4 | -4 | 6 | 3
> O=C(COc1ccc(C(=O)c2ccccc2)cc1)NCC(=O)Nc1ccccc1Br
→ -7 | -4 | -12 | 10 | 23 | -7 | -9 | -18
> Cc1ccc(NC(=O)c2ccco2)c(NC(=O)COc2ccccc2)c1
→ 8 | -4 | 15 | 28 | -1 | 6 | -5 | 3
> COc1ccc(Nc2nc3ccc(C)cc3cc2C#N)c(OC)c1
→ 2 | 3 | 3 | -48 | 23 | -20 | 3 | 10
> CCN1CCN(C(c2cccs2)C(C)NC(=O)c2ccccc2)CC1 (configuration not stated)
→ 8 | -7 | 8 | -3 | 0 | 8 | -4 | -1
> Oc1ccc(N2CCN(Cc3nc4ccccc4[nH]3)CC2)cc1
→ -1 | 3 | -11 | -31 | 3 | 21 | -3 | -11
> COC(=O)[C@@H]1Cc2c([nH]c3ccccc23)C(C)N1C(=O)c1ccccc1 (some centres not stated)
→ -12 | -4 | 11 | 1 | 1 | 5 | -1 | 8
> COc1cc(CNc2ccc3[nH]c(=O)[nH]c3c2)cc(Cl)c1OCC(=O)NC(C)(C)C
→ -9 | 7 | 8 | -4 | -14 | -9 | -8 | -13
> CCc1ccc(-n2c(SCC(=O)N3CCC(C(=O)O)CC3)nnc2-c2ccncc2)cc1
→ -6 | -3 | 9 | 10 | -7 | -3 | 1 | -2
> CCOC(=O)Cn1c(=O)n(C2CCCC2)c(=O)c2ccccc21
→ -2 | -4 | 7 | 7 | 9 | -5 | 25 | 15
> Cc1ccc(S(=O)(=O)N2[C@@H](c3ccc(F)cc3)C(C(=O)O)=C[C@H]2CC2CCCC2)cc1
→ 9 | 1 | -20 | 2 | -19 | -3 | 7 | 8
> Cc1ccccc1N(C(=O)c1csnn1)C(C(=O)NC(C)(C)C)c1ccncc1 (configuration not stated)
→ 3 | -3 | -2 | 7 | 4 | 10 | -4 | -8
> CCn1c(N2CCN(C(=O)c3ccco3)CC2)nc2ccccc21
→ 3 | -2 | 3 | -16 | -2 | 19 | -2 | -1
> COc1ccccc1N1CC(C(=O)Nc2nnc(SCC(=O)N3CCOCC3)s2)CC1=O (configuration not stated)
→ -4 | -7 | -7 | 2 | 3 | 8 | -7 | 11
> Cc1ccc(N2CC(C(=O)Nc3ccc(S(=O)(=O)Nc4nccc(C)n4)cc3)CC2=O)cc1 (configuration not stated)
→ 3 | -2 | 7 | 0 | -3 | 5 | -2 | -3
> CC(=O)NNC(=O)CN1C(=O)/C(=C/c2ccccc2)SC1=S
→ -11 | -4 | 18 | -17 | -12 | 11 | -3 | -11
> CC(C)NC[C@H](O)COc1cccc2[nH]ccc12
→ 0 | 0 | 7 | 4 | -5 | -6 | 4 | 2

One compound at a time (already shown). Order of screens: CXCR6 block, APJ ag, CCR6 antag, APJ antag, UBC13 inh, Gli-Sufu antag, ATG4B inh, EBI2 antag
Cc1c(C(=O)Nc2ccc(F)cc2)nnn1-c1cccc(C(F)(F)F)c1 as listed: -1, -2, 1, 1, 15, 4, -7, 0
Cc1cccc(C)c1NC(=O)CCCN1C(=O)C(c2ccccc2)Oc2cccnc21 (configuration not stated) as listed: 3, 5, 16, 16, -5, -8, 13, 17
CC(C)NC[C@H](O)COc1cccc2[nH]ccc12 as listed: 0, 0, 7, 4, -5, -6, 4, 2
C[C@H](CO)N1C[C@H](C)[C@@H](CN(C)C)Oc2c(NS(=O)(=O)c3cccs3)cccc2C1=O as listed: -7, 0, 13, 3, -3, 3, -7, -3

Remaining list, next part
Value order: CXCR6 block | APJ ag | CCR6 antag | APJ antag | UBC13 inh | Gli-Sufu antag | ATG4B inh | EBI2 antag
> CC(=O)N1CCN(c2ccc(NC(=O)c3ccccc3Cl)cc2)CC1
→ 4 | -3 | 2 | 5 | -8 | 5 | 3 | 14
> O=C1C(Cl)=C(N2CCOCC2)C(=O)N1c1ccccc1Cl
→ -2 | -5 | -18 | -10 | -6 | 2 | 20 | -7
> Cc1cc(NC(=O)CSCC(=O)OCc2nnc(-c3ccc(F)cc3)o2)no1
→ 0 | -3 | -4 | -11 | 7 | 0 | -7 | -10
> N#CCCCN1C(=O)C(O)(CC(=O)c2ccc3c(c2)OCCO3)c2ccccc21 (configuration not stated)
→ 6 | -2 | -12 | -4 | 9 | 18 | -6 | -8
> COc1ccc(C2CC(=O)C(C=NCC(C)C)=C(O)C2)cc1 (configuration not stated)
→ -4 | 1 | 5 | 6 | 3 | 3 | 3 | -5
> O=C(CCn1cccn1)Nc1ccc2c(c1)OCO2
→ 5 | -2 | 4 | -18 | -6 | -11 | -2 | -8
> CCc1ccc(-c2ccc(C(=O)O)cc2)nc1
→ -4 | 1 | 8 | 13 | -10 | -37 | -8 | -2
> CCC(=O)n1nc(-c2ccc(Cl)cc2)nc1SC
→ -16 | -4 | 7 | -8 | -6 | -23 | 4 | 9
> COc1ccccc1NC(=O)CSc1nnnn1-c1ccc2c(c1)OCO2
→ 0 | 2 | 4 | 18 | 8 | 3 | -10 | 6
> COc1ccc(/C=N/NC(=O)CCC(=O)Nc2ccc(F)cc2)c(OC)c1
→ -4 | -1 | 3 | 21 | -4 | 21 | -4 | 1
> CC(=O)c1cc(F)ccc1OCC(=O)N1CCN(c2ccc(F)cc2)CC1
→ -2 | -3 | 8 | 18 | 4 | 6 | -2 | 7
> Cc1ccc(-n2c(N)c(C(=O)Nc3ccccc3F)sc2=S)cc1C
→ 8 | -2 | -18 | 7 | -11 | -28 | 27 | 3
> CCc1nccn1CCC(=O)NC1CC(C)(C)Cc2c1cnn2-c1ccc(C)cc1 (configuration not stated)
→ 4 | -3 | 14 | 2 | 4 | 18 | 0 | 5
> O=C(O)/C=C\C(=O)Nc1ccccc1C#Cc1ccccc1
→ 1 | -2 | -10 | 21 | -21 | -5 | -4 | -3
> CCCCCCN1C=CC=C/C1=C\C=C(C#N)C#N
→ 14 | -3 | 16 | 19 | -44 | -5 | -1 | 8
> CCOc1ccc(-n2nnc3c(=O)n(CC(=O)c4ccccc4)cnc32)cc1
→ -2 | 5 | -9 | 8 | 8 | -2 | -3 | 2
> COC(=O)CCNCCSc1nnc(-c2ccco2)n1Cc1ccccc1
→ 8 | -1 | 5 | 18 | -3 | -1 | 3 | 8
> O=C(Nc1nccs1)[C@@H]1CCCN1C(=O)c1cccs1
→ 6 | 0 | -4 | -6 | -1 | 4 | -6 | -5
> COc1cc(OC)c(NC(=O)/C=C/C(=O)O)cc1Cl
→ -1 | -3 | 7 | 7 | 7 | -21 | -5 | 6
> COc1cccc(CNc2ccc(F)c(Cl)c2)c1
→ -8 | -4 | 19 | -12 | 6 | -8 | 29 | -6
> CC(C)c1ccc(O)c(NC(=O)c2ncn[nH]2)c1
→ -12 | -1 | 4 | -8 | -5 | 0 | -4 | -5
> CCCN(C(=O)CSc1nc2cc(S(=O)(=O)N(CC)CC)ccc2o1)C1CCS(=O)(=O)C1 (configuration not stated)
→ 2 | 5 | -6 | 4 | -6 | -15 | -4 | 1
> CCCCCCCNC(=O)c1cc(-c2ccncc2)nc2ccccc12
→ 4 | -3 | 7 | -19 | -4 | 10 | -6 | 9
> COc1ccccc1N(C(=O)c1csnn1)C(C(=O)NC1CCCC1)c1ccccc1 (configuration not stated)
→ 4 | -1 | 12 | 16 | 5 | -11 | -11 | 2
> Cc1cc(C)nc(Nc2ccc(N3CCOCC3)cc2)n1
→ -7 | 3 | 3 | -17 | -8 | 1 | -3 | 3
